Assay outcomes (PubChem BioAssay)
NCI-60 one-dose screen, 48 h, at 10 µM unless noted. Numbers give growth in % (100 = growth as untreated, 0 = no growth, -100 = all killed).
HL-60(TB) = HL-60(TB) leukemia cells | hit rate 9% among 78,000; active = growth percent below 10
* hit, by the source's call; [ ] = dose if it differs, or a comment. Some of the compounds tested. The share of hits here may be higher or lower than overall.

SMILES	HL-60(TB)
CCOC(=O)C(=CNc1cc(C(F)(F)F)ccc1N1CCOCC1)C(=O)OCC	102
COc1ccc(-c2c(C)nc(N)nc2-c2ccc(OC)cc2O)cc1	81
COc1ccc(C2C(C#N)=C(N)Oc3c2ccc2ccccc32)c(OC)c1 (configuration not stated)	90
Cc1ccc(/C=C/C(=O)c2ccc(S(=O)(=O)NCCNc3nc(Nc4ccc(F)cc4)nc(N(C)C)n3)cc2)cc1	14
N=C(N)SC1c2ccccc2-c2ccc([N+](=O)[O-])cc21 (configuration not stated)	94
O=C(Nc1ccccc1)C1=NCCCCN1	100
Clc1ccc(-c2nc3ccccc3n3cccc23)cc1	99
COc1ccc(C(=O)/C=C/c2cc(-c3cc(OC)c(OC)c(OC)c3)n[nH]2)cc1OC	3.2*
COCCc1ccc(OCC(O)CNC(C)C)cc1 (configuration not stated)	94
CN[C@@]1(c2ccccc2Cl)CCCC[C@@H]1NCC1CCCO1 (some centres not stated)	100
Cc1ccc(S(=O)(=O)NC(=O)n2ccc3cc(Br)cnc32)cc1	89
O=C(N/N=C/c1ccc([N+](=O)[O-])cc1)c1ccccc1Nc1cccc(C(F)(F)F)c1	108
COc1cc2c(NC3CCCCC3)ncnc2c(OC)c1OC	89
O=C1CC(c2ccccc2)=C(c2ccccc2)C1	104
Brc1ccc2oc3ccccc3c2c1	110
CCOC(=O)CNC(=O)CCC(NS(=O)(=O)c1ccc(C)cc1)C(=O)O (configuration not stated)	66
COc1ccc2oc(C3CCc4ccccc43)cc2c1 (configuration not stated)	97
N=C(N)c1ccc(-c2ccc(-c3ccc(Cl)cc3)o2)nc1	110
COc1ccc(C2=NN(C(N)=S)C(c3ccc(Cl)cc3)C2)cc1S(=O)(=O)NNC(=O)c1ccncc1 (configuration not stated)	118
O=CN1CCN(C=O)C(O)C1O (configuration not stated)	96
C=Cc1cc[n+](CC(=O)c2ccc(-c3ccccc3)cc2)cc1	99
C[C@@H]1[C@@H]2[C@H]3CC[C@@H]4[C@@]5(C)C/C(=C/c6ccco6)C(=O)C(C)(C)[C@@H]5CC[C@@]4(C)[C@]3(C)CC[C@]23CO[C@]1(C)[C@@H](C(=O)/C=C\c1ccco1)C3	86
C=C1CCC2C(C)(COC(C)=O)C(O)CCC2(C)C1/C=C/C1=CCOC1=O (configuration not stated)	84
O=C(O)C(O)c1ccccc1Cl (configuration not stated)	96
N#Cc1ccc(-c2cnc3nonc3n2)cc1	84

Another view of 4 compounds above:
Structure: N=C(N)c1ccc(-c2ccc(-c3ccc(Cl)cc3)o2)nc1
  HL-60(TB) = 110
Structure: COc1ccc(C2=NN(C(N)=S)C(c3ccc(Cl)cc3)C2)cc1S(=O)(=O)NNC(=O)c1ccncc1 (configuration not stated)
  HL-60(TB) = 118
Structure: O=CN1CCN(C=O)C(O)C1O (configuration not stated)
  HL-60(TB) = 96
Structure: C=Cc1cc[n+](CC(=O)c2ccc(-c3ccccc3)cc2)cc1
  HL-60(TB) = 99

Remaining list, next part
SMILES	HL-60(TB)
CCC(C)(C)c1ccc(OCCCCCCN2CCN(c3ccncc3)CC2)cc1	-62*
O=[N+]([O-])c1ccc(Cl)cc1P(=O)(O)c1cc(Cl)ccc1[N+](=O)[O-]	69
CCN(CC)C(=O)c1cccc(C)c1	84
CSc1nc(SCCO)c(C#N)c(-c2cccc([N+](=O)[O-])c2)n1	105
CC1C(/C=N/Nc2ccccc2)C(C#N)(C#N)C1(C#N)C#N (configuration not stated)	54
C=CCn1c(SCC(=O)Nc2ccc(C(=O)/C=C/c3ccc(OC)cc3)cc2)nnc1-c1ccc(OC)c(OC)c1	59
CN(C)CCCn1c2c(c3ccncc3c1=O)C(=O)c1ccccc1-2	-20*
COc1cc(OC)c2c(c1Cl)O[C@]1(C2=O)C(OCc2ccccc2)=CC(=O)C[C@H]1C	-12*
CN1CCN(Cc2ccc(C(=O)Nc3cccc(Nc4ccc5c(O)cccc5n4)c3)cc2C(F)(F)F)CC1	-34*
Nc1ccn([C@@H]2O[C@H](COP(=O)(O)O[C@@H]3C[C@H](n4cc(F)c(=O)[nH]c4=O)O[C@@H]3COP(=O)(O)O[C@@H]3C[C@H](n4cc(F)c(=O)[nH]c4=O)O[C@@H]3COP(=O)(O)O[C@@H]3C[C@H](n4cc(F)c(=O)[nH]c4=O)O[C@@H]3COP(=O)(O)O[C@@H]3C[C@H](n4cc(F)c(=O)[nH]c4=O)O[C@@H]3COP(=O)(O)O[C@@H]3C[C@H](n4cc(F)c(=O)[nH]c4=O)O[C@@H]3COP(=O)(O)O[C@@H]3C[C@H](n4cc(F)c(=O)[nH]c4=O)O[C@@H]3COP(=O)(O)O[C@@H]3C[C@H](n4cc(F)c(=O)[nH]c4=O)O[C@@H]3COP(=O)(O)O[C@@H]3C[C@H](n4cc(F)c(=O)[nH]c4=O)O[C@@H]3COP(=O)(O)O[C@@H]3C[C@H](n4cc(F)c(=O)[nH]c4=O)O[C@@H]3COP(=O)(O)O[C@@H]3C[C@H](n4cc(F)c(=O)[nH]c4=O)O[C@@H]3COP(=O)(O)OCCOCCOCCOCCOCCOCCO)[C@H](O)C2O)c(=O)n1 (some centres not stated)	38
Cc1csc2ccc(Cl)cc12	110
CC(C)=CC1C(C(=O)OCCCc2ccc3c(c2)OCO3)C1(C)C (configuration not stated)	93
COc1c2c(cc3c1c(=O)c1ccc(O)c(OC)c1n3C)OCO2	90
CC[n+]1ccc(Nc2ccc(NC(=O)c3ccc(Nc4cc[n+](CC)c5ccc(N)cc45)cc3)cc2)cc1	87
CCCCOC(=O)CCN1CCN(c2ccccc2C)CC1	135
CC1=C[C@H]2O[C@@H]3C[C@@H](O)[C@](C)([C@@]2(C)CC1)[C@@]31CO1	-21*
COc1cc(C=O)c(OC)c2c1OCO2	109
C=C1c2c(C)nn(-c3ccc(C#CCOC4OC(CO)C(O)C(O)C4O)cc3)c2N(C)C23C[C@H]1C1(C)c4c(C)nn(-c5ccc(C#CCOC6OC(CO)C(O)C(O)C6O)cc5)c4N(C)C(C)(C[C@H]12)C3 (some centres not stated)	-23*
CCN(CC)CCOc1ccccc1C	101
O=C1c2ccccc2C2/C(=C(Br)\C=C\Cc3ccc4c(c3)OCO4)CCCN12 (configuration not stated)	96
O=C(Nc1ncc(Cc2cccc(C(F)(F)F)c2)s1)C1=NCCCN1	97
Nc1cc(Nc2ccc(Cl)c(Cl)c2)nc(N)n1	61
CCOC(CN/C(=C/c1ccc2ccccc2[n+]1C)SC)OCC	77
CC(C)NCCCNC(=O)C1COc2ccccc2O1 (configuration not stated)	67
CN(C)[C@@H]1C(=O)C(C(N)=O)=C(O)[C@@]2(O)C(=O)C3=C(O)c4c(O)cc(CN5CCc6ccccc6C5)c(Cl)c4C[C@H]3C[C@@H]12	-65*

Some values from the entries so far:
Under HL-60(TB), CC(C)=CC1C(C(=O)OCCCc2ccc3c(c2)OCO3)C1(C)C (configuration not stated) is entered as 93
Under HL-60(TB), CC[n+]1ccc(Nc2ccc(NC(=O)c3ccc(Nc4cc[n+](CC)c5ccc(N)cc45)cc3)cc2)cc1 is entered as 87

An excerpt from above in order of molecular weight, descending:
SMILES	HL-60(TB)
CN(C)CCCn1c2c(c3ccncc3c1=O)C(=O)c1ccccc1-2	-20*
CCCCOC(=O)CCN1CCN(c2ccccc2C)CC1	135
CC(C)NCCCNC(=O)C1COc2ccccc2O1 (configuration not stated)	67

(continued)
SMILES	HL-60(TB)
CCOC(=O)c1cnn2c(-c3ccc(Cl)cc3)nc(SCC)nc12	76
Cc1ccc(CSc2nc(-c3ccc(F)cc3)c(C#N)c(=O)[nH]2)cc1	57
COc1cccc(-c2cn3nc(-c4cn(C)c5ccccc45)sc3n2)c1	104
Nc1nc(Nc2ccccc2)n(Cc2c(F)cccc2F)n1	101
Brc1ccc2[nH]cc(-c3cncn3CCc3ccccc3)c2c1	39
CC(=O)O[C@H]1CC[C@H]2[C@@H]3[C@H](C)CC4=CC(=O)CCC4[C@H]3CC[C@]12C (some centres not stated)	92
CCOC(=O)c1cc(-c2ccc(Br)cc2)n(C(=O)CSc2nc3sc4c(c3c(=O)n2-c2ccc(Cl)cc2)CCCC4)n1	103
Clc1ccc(CNc2nc(SCCN3CCOCC3)nc3c2cnn3CC(Cl)c2ccc(Br)cc2)cc1 (configuration not stated)	-9.8*
O=C(Nc1nc(-c2ccc(F)cc2)nc2c1sc(=S)n2-c1ccccc1)C(F)(F)F	89
Nc1ccccc1-c1ccc(-c2ccc(Cl)cc2)c2c1[nH]c1ccccc12	71
O=C(OCc1nc2nc(Cl)nc(N3CCOCC3)c2[nH]1)N1CCCCC1	101
Cc1cc(C(F)(F)F)ccc1C(=O)Nc1sc2c(c1C#N)CCC(=O)C2	-15*
COC(=O)CNC(=O)[C@H](C)NC(=O)[C@@H]1CCCN1C(=O)CNC(=O)[C@H](C)N	102
C#CC[C@@H]1C[C@]2(C)[C@H]3CC[C@@H]4[C@H]5C(C(=C)C)CC[C@]5(C(=O)NCCCCN)CC[C@@]4(C)[C@]3(C)CC[C@H]2C(C)(C)[C@H]1OC(C)=O (some centres not stated)	-38*
COc1ccc(Cc2nc3ccccc3s2)cc1OC	87
Cc1c2cccnc2c(C)c2c1c1cc(O)ccc1n2C	54
C=CCn1c2ccccc2c2c(C)c3ccncc3c(C)c21	73
Cc1cc(C)nc(SC2=C(Nc3cc(Cl)ccc3O)C(=O)N(Cc3ccccc3)C2=O)n1	85[30 µM]
CC(=O)c1c(C)cc(C)c(C)c1C	73
NC(=O)c1[nH]ncc1NCc1ccccn1	94
CC(CCN1CN(CCC(C)CC(C)(C)C)CN(CCC(C)CC(C)(C)C)C1)CC(C)(C)C (configuration not stated)	101
COc1ccc(/C=C/C(=O)c2ccc(NC(=O)CSc3nnc(-c4cc(-c5ccc(S(C)(=O)=O)cc5)nc5ccccc45)n3-c3ccccc3)cc2)cc1	101
Cc1ccc(-c2cc(-c3cc(-c4ccc(C)cc4)nc(N)n3)nc(N)n2)cc1	92
CN(C)c1ccc(C2NNC(=S)N2)cc1 (configuration not stated)	90
CCC(=O)Oc1ccc(/C(=C(/C)Cc2cccc(OC)c2)c2ccc(OCCN3CCOCC3)cc2)cc1	91
(listing goes on)
SMILES	HL-60(TB)
C[N+](C)(C)CCOS(=O)(=O)[O-]	111
Cc1nc(C(=O)O)c(C(=O)O)[nH]1	94
COc1ccc2[nH]c(-c3ccccc3)c(C=C(C#N)C#N)c2c1	-49*
Clc1ccc(/C=N/Nc2nc3ccccc3s2)cc1Cl	104
O=C(O)/C(=C/c1ccc(O)cc1)c1ccccc1	96
OCCCC1CCCCN1C(Cc1ccccc1)c1ccccc1 (configuration not stated)	76
O=C(Nc1ccc2ncnc(Nc3cccc(C(F)(F)F)c3)c2c1)c1ccccc1	67
Cc1ccccc1NC(=O)N/C(N)=N/c1nc2ccccc2s1	-23*
O=C(NCCC1CNC2CCCCC12)C1CCN(C(=O)C2CCC(Cl)CC2)CC1 (configuration not stated)	87
O=c1[nH]cnc2ccc(Cl)cc12	106
O=[N+]([O-])c1cccc(-c2nc3sccn3c2-c2ccnc(NCCNS(=O)(=O)c3ccc(F)cc3)n2)c1	78
CC(C)=CCC[C@H](C)c1ccc(C)cc1O	86
CCc1sc(N(C(C)=O)c2ccc(Br)cc2)nc1OC(C)=O	89
FC(F)(F)c1cccc(-c2ccc(-c3nn4c(-c5ccccc5)nnc4s3)o2)c1	67
CCOC(=O)Nc1c(Cl)[nH]c(=O)n(C)c1=O	96
CN(C)c1cccc2c(S(=O)(=O)Nc3cccc(-c4csc(NC(=O)CCCCCN5CCN(CCO)CC5)n4)c3)cccc12	75
CCOC(=O)N1CCc2c(sc3nc(N)n(N)c(=O)c23)C1	110
COc1ccc(-c2cn(-c3cccc(C(=O)/C=C/c4cccc(O)c4)c3)c(=O)[nH]2)cc1OC	85
Cc1nsc(N)n1	120
CCCCC(c1ccccc1)C(C(=O)OCC)C(=O)OCC (configuration not stated)	80
CC(=O)Oc1cc(C(=O)N[C@@H](Cc2ccccc2)C(O)C(=O)NCc2ccccc2)cc(OC(C)=O)c1OC(C)=O (some centres not stated)	100
CCOc1ccccc1NC(=O)CC1Sc2ccccc2NC1=O (configuration not stated)	100
COc1cc2oc(-c3cccc(NC(=O)c4cc(NC(=O)[C@H](C)N)ccc4Cl)c3)cc(=O)c2c(OC)c1OC	97
O=C(NN(C(=O)c1ccccc1)c1cccs1)c1ccccc1	101
COc1ccc(CCNC(=O)c2onc(-c3ccccc3)c2-c2cc(OC)c3c(c2OC)OCO3)cc1OC	98

Random excerpt: 2 compounds from above.
SMILES	HL-60(TB)
COc1cc2oc(-c3cccc(NC(=O)c4cc(NC(=O)[C@H](C)N)ccc4Cl)c3)cc(=O)c2c(OC)c1OC	97
CC(=O)Oc1cc(C(=O)N[C@@H](Cc2ccccc2)C(O)C(=O)NCc2ccccc2)cc(OC(C)=O)c1OC(C)=O (some centres not stated)	100

Further structures.
SMILES	HL-60(TB)
CN(C)c1ccc(/C=N/NC(=O)c2ccc(S(C)(=O)=O)cc2)cc1	62
COC(=O)CC(O)c1ccccc1 (configuration not stated)	94
COc1cc(NC(=O)CSc2nnc(-c3ccc4nc(-c5ccccc5)[nH]c4c3)o2)cc(OC)c1OC	101
O=C(N/C(=C/c1cc2cc(Cl)ccc2nc1Cl)c1nc2ccccc2[nH]1)c1ccccc1	101
CCCCCN(CCCCC)CC(O)c1cc(Cl)c(Cl)cc1C (configuration not stated)	119
Cc1cc2c(s1)CCCC1CC(=O)N(CCN3CCOCC3)N=C21 (configuration not stated)	91
Clc1cc2c(c(CSc3nc4ccccc4n4cccc34)c1)OCOC2	85
C1CC2C(CCCC23OCCO3)C2(C1)OCCO2 (configuration not stated)	98
O=C(O)c1ccc(-n2cc(C(c3oc(CO)cc(=O)c3O)c3oc(CO)cc(=O)c3O)c(-c3ccc(Cl)cc3)n2)cc1	107
Cc1[nH]c(C2CC(c3ccc(C(F)(F)F)c(F)c3)=NN2C(=O)C2CCC2)c(C)c1C(=O)NCC(F)(F)F (configuration not stated)	94
CCOC(=O)c1c[nH]c2ccc([N+](=O)[O-])cc2c1=O	107
CN(C)[C@@H]1C(=O)C(C(=O)NCN2CCCCC2)=C(O)[C@@]2(O)C(=O)C3=C(O)c4c(O)cccc4[C@@](C)(O)[C@H]3C[C@@H]12	92
COC(=O)C1C2CC3C(OC(=O)C31C)C2I (configuration not stated)	102
